# Bioassay records (PubChem)
# IDH1 R132H inh: blocks human IDH1 R132H reductase activity | O75874 | diaphorase/resazurin fluorescence, 60 min | inhibition, % at 10 µM | actives 0.18% (n = 70,000) | AID 624101; in the data active = inhibition above about 34%;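 note: 0% = DMSO and 100% = no enzyme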
# Target sequence (O75874 whole entry R132H): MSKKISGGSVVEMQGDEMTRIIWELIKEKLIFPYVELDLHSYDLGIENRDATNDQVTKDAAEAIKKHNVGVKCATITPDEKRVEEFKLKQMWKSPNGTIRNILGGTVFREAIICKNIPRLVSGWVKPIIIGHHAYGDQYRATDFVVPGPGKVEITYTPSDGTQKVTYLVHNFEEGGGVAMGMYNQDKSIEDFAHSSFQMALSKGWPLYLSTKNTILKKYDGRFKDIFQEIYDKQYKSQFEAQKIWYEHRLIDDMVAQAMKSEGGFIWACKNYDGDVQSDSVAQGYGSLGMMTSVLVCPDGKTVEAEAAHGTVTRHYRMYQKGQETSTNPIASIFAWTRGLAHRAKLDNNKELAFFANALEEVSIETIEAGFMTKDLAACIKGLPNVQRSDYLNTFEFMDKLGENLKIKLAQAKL
# PRC2 inh: blocks human EZH2/PRC2 H3K27 methylation. AID 651548. DELFIA TRF, 1 h. inhibition, % at 12.5 µM. Q15910. actives 0.35% (n = 57,000);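 active = mean inhibition of replicates at least 50% and every single replicate also reaching 50%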;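 note: dimethyl H3K27 on biotinylated H3 21-44 peptide detected by antibody; plate controls were median neutral control wells for no effect and median positive control wells for full effect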
# * = called active by the depositor; . = not tested or not shown; & = joins results of further samples. Only part of the results is shown; the hit share may differ from the screen's.
no.	structure	PRC2 inh	IDH1 R132H inh
1	Cc1cc(C(=O)Nc2cccc3c2O[C@@H](CN(C)C(=O)Nc2c(C)noc2C)[C@H](C)CN([C@H](C)CO)C3=O)n(C)n1	.	0.6
2	C[C@H]1CN([C@@H](C)CO)C(=O)c2cccc(NC(=O)C3CCCCC3)c2O[C@@H]1CN(C)CC1CCCCC1	-10	.
3	CCCN(C)C[C@@H]1Oc2cc(C#Cc3ccncc3)ccc2S(=O)(=O)N([C@@H](C)CO)C[C@@H]1C	-4	-2.5
4	C[C@H]1CN([C@@H](C)CO)S(=O)(=O)c2ccc(-c3cccc(C(=O)N(C)C)c3)cc2O[C@H]1CN(C)Cc1ccc2c(c1)OCO2	-2	-0.8
5	C[C@H]1CN([C@@H](C)CO)C(=O)c2cccc(NS(C)(=O)=O)c2O[C@H]1CN(C)S(=O)(=O)c1cn(C)cn1	.	-1.0
6	C[C@@H]1CN([C@@H](C)CO)C(=O)c2cc(NC(=O)CCN3CCOCC3)ccc2O[C@@H]1CN(C)Cc1ccc(C(=O)Nc2ccccc2N)cc1	-18	0.1
7	C[C@H]1CN([C@@H](C)CO)S(=O)(=O)c2ccc(Br)cc2O[C@H]1CN(C)C(=O)c1cnccn1	10&-3	1.4
8	C[C@H](CO)N1C[C@H](C)[C@@H](CN(C)C(=O)c2ccncc2)OCc2ccccc2-c2c(n(C)c3ccccc23)C1=O	-6	.
9	Cc1noc(C)c1NC(=O)N(C)C[C@H]1OCCCC[C@@H](C)Oc2ccc(NC(=O)c3ccncc3)cc2C(=O)N([C@H](C)CO)C[C@@H]1C	.	3.1
10	C[C@@H]1CN([C@H](C)CO)S(=O)(=O)c2ccc(-c3ccncc3)cc2O[C@@H]1CN(C)Cc1ccccc1	-13	0.6
11	O=C(C[C@H]1CC[C@H](NC(=O)C2CCC2)[C@@H](CO)O1)NC1CCC1	2	0.1
12	O=C(C[C@@H]1C[C@H]2c3cc(NC(=O)C4CCC4)ccc3O[C@H]2[C@@H](CO)O1)NCc1cccc(F)c1	3	0.2
13	CCC(=O)Nc1ccc2c(c1)C(=O)N(C)C[C@H](OC)[C@@H](C)CN(CC1CC1)[C@H](C)CO2	-2	0.0
14	C[C@@H]1CCCCO[C@H](CN(C)Cc2ccc(C(=O)O)cc2)[C@H](C)CN([C@@H](C)CO)C(=O)c2cc(NC(=O)Nc3ccc(F)cc3)ccc2O1	.	5.3
15	COCC#Cc1ccc2c(c1)O[C@@H](CN(C)S(=O)(=O)c1cccc(F)c1)[C@@H](C)CN([C@H](C)CO)S2(=O)=O	-9&-1	-4.4
16	Cc1noc(C)c1NC(=O)Nc1ccc2c(c1)C(=O)N([C@@H](C)CO)C[C@H](C)[C@@H](CN(C)C(=O)NC(C)C)O2	.	1.8
17	C[C@H](O)C1=CC2(CC[C@@H]3C(C(=O)O)=CO[C@@H](O[C@@H]4O[C@H](CO)[C@@H](O)[C@H](O)[C@H]4O)[C@@H]32)OC1=O (stereo not given in full)	.	1.1
18	COc1ccc(NC(=O)N(C)C[C@@H]2Oc3ccc(NC(=O)CCC(F)(F)F)cc3CC(=O)N([C@@H](C)CO)C[C@@H]2C)cc1	1	-0.1
19	C[C@H]1CN([C@@H](C)CO)C(=O)CCCn2nncc2CO[C@H]1CN(C)S(=O)(=O)c1ccccc1	-7	.
20	COc1ccc(CN(C)C[C@H]2Oc3ccc(NC(=O)CCN4CCOCC4)cc3C(=O)N([C@@H](C)CO)C[C@@H]2C)cc1	6	3.3
21	C[C@H]1CN([C@@H](C)CO)S(=O)(=O)c2ccc(C3=CCCC3)cc2O[C@H]1CN(C)C(=O)Cc1ccncc1	-3	23
22	CO[C@H]1CN(C)C(=O)c2ccc(NC(C)=O)cc2OC[C@@H](C)N(C(=O)CC2CC2)C[C@H]1C	9	0.1
23	C/C(=C/CC[C@@H](CO)[C@H]1CC[C@@]2(C)[C@@H]3CC[C@H]4C(C)(C)[C@@H](O[C@@H]5O[C@H](CO)[C@@H](O)[C@H](O)[C@H]5O)C[C@H](O)[C@@]45C[C@@]35CC[C@]12C)CO	.	-0.5
24	C[C@H]1CN([C@@H](C)CO)C(=O)c2cc(NS(=O)(=O)c3cn(C)cn3)ccc2O[C@H]1CN(C)S(=O)(=O)c1cccs1	.	4.3
25	COc1ccc(S(=O)(=O)Nc2ccc3c(c2)C(=O)N([C@@H](C)CO)C[C@H](C)[C@@H](CN(C)CC2CCCCC2)OCCCC[C@H](C)O3)cc1	.	1.3
26	C[C@H](CO)N1C[C@H](C)[C@@H](CN(C)C)Oc2c(NS(C)(=O)=O)cccc2C1=O	1	2.1
27	COc1ccc(S(=O)(=O)N(C)C[C@@H]2Oc3ncc(/C=C/c4ccccc4)cc3C(=O)N([C@@H](C)CO)C[C@H]2C)cc1	10	0.6
28	O=C(Cc1ccncc1)NCC[C@H]1CC[C@H](NC(=O)C2CCCC2)[C@H](CO)O1	8	71*
29	Cc1ccc(O)c(NC(=O)CCCC(=O)O)c1	11	-0.3
30	CCCN(C)C[C@@H]1Oc2cc(-c3ccc(C)cc3)ccc2S(=O)(=O)N([C@@H](C)CO)C[C@@H]1C	-30	-0.4

# From entry 5 up to 10, copied from above:
no.	structure	PRC2 inh	IDH1 R132H inh
5	C[C@H]1CN([C@@H](C)CO)C(=O)c2cccc(NS(C)(=O)=O)c2O[C@H]1CN(C)S(=O)(=O)c1cn(C)cn1	.	-1.0
6	C[C@@H]1CN([C@@H](C)CO)C(=O)c2cc(NC(=O)CCN3CCOCC3)ccc2O[C@@H]1CN(C)Cc1ccc(C(=O)Nc2ccccc2N)cc1	-18	0.1
7	C[C@H]1CN([C@@H](C)CO)S(=O)(=O)c2ccc(Br)cc2O[C@H]1CN(C)C(=O)c1cnccn1	10&-3	1.4
8	C[C@H](CO)N1C[C@H](C)[C@@H](CN(C)C(=O)c2ccncc2)OCc2ccccc2-c2c(n(C)c3ccccc23)C1=O	-6	.
9	Cc1noc(C)c1NC(=O)N(C)C[C@H]1OCCCC[C@@H](C)Oc2ccc(NC(=O)c3ccncc3)cc2C(=O)N([C@H](C)CO)C[C@@H]1C	.	3.1
10	C[C@@H]1CN([C@H](C)CO)S(=O)(=O)c2ccc(-c3ccncc3)cc2O[C@@H]1CN(C)Cc1ccccc1	-13	0.6

# New compounds follow
no.	structure	PRC2 inh	IDH1 R132H inh
31	CC(=O)N(O)[C@@H]1c2cc(C#N)ccc2OC(C)(C)[C@H]1O	4	-0.9
32	C[C@H]1CN([C@@H](C)CO)C(=O)c2cc(NS(=O)(=O)c3ccc(F)cc3)ccc2O[C@@H]1CN(C)C(=O)Nc1ccc2c(c1)OCO2	.	-0.3
33	COc1cc(S(=O)(=O)n2nc(C)cc2C)c(OC)cc1Cl	2	-0.1
34	C[C@@H]1CCCCO[C@@H](CN(C)C)[C@@H](C)CN([C@@H](C)CO)C(=O)c2cc(NC(=O)CCC(F)(F)F)ccc2O1	-6	2.4
35	COc1ccc(NC(=O)Nc2ccc3c(c2)C(=O)N([C@H](C)CO)C[C@@H](C)[C@@H](CN(C)S(=O)(=O)c2cn(C)cn2)OCCCC[C@H](C)O3)cc1	.	-0.3
36	C[C@@H]1CN([C@H](C)CO)C(=O)c2cc(C3=CCCC3)cnc2O[C@H]1CN(C)C(=O)Nc1cccc(F)c1	-1	.
37	CCCNC(=O)N(C)C[C@H]1Oc2cc(-c3ccccc3F)ccc2S(=O)(=O)N([C@@H](C)CO)C[C@@H]1C	5	-0.1
38	C[C@H]1CN([C@@H](C)CO)C(=O)Cc2cc(NC(=O)CCN3CCOCC3)ccc2O[C@@H]1CN(C)CC1CCCCC1	.	-0.3
39	C[C@@H]1CN([C@H](C)CO)C(=O)c2cc(NS(=O)(=O)c3ccc(F)cc3)ccc2O[C@@H]1CN(C)Cc1ccc(-c2ccccc2)cc1	.	-1.7
40	COC(=O)c1c(NC(=S)Nc2ccc(S(=O)(=O)NC34CC5CC(CC(C5)C3)C4)cc2)sc(C(=O)N(C)C)c1C	-4	-0.2
41	C[C@H]1CCCCO[C@H](CN(C)C(=O)c2ccccc2)[C@@H](C)CN([C@@H](C)CO)C(=O)c2cc(NC(=O)Nc3ccc4c(c3)OCO4)ccc2O1	.	2.7
42	CS(=O)(=O)Nc1ccc(C(=O)NCc2ccccn2)cc1	-1	0.1
43	CC(C)CC#Cc1cnc2c(c1)C(=O)N([C@@H](C)CO)C[C@H](C)[C@H](CN(C)C(=O)c1ccc(F)cc1)O2	.	-0.2
44	C[C@@H]1CCCCO[C@@H](CN(C)C(=O)c2ccccc2)[C@@H](C)CN([C@@H](C)CO)C(=O)c2cc(NS(C)(=O)=O)ccc2O1	-2	0.7
45	O=C(O)C[C@H]1C[C@H]2c3cc(NC(=O)Nc4ccccc4F)ccc3O[C@H]2[C@@H](CO)O1	7	0.2
46	COCc1cn(CC[C@@H]2CC[C@@H](NC(=O)CCN3CCCCC3)[C@@H](CO)O2)nn1	15	-0.4
47	CCc1cccc(C)c1NC(=O)CSc1nnc(-c2ccc(OC)cc2)n1C	3	0.1
48	CC(C)NC(=O)Nc1ccc2c(c1)CC(=O)N([C@@H](C)CO)C[C@@H](C)[C@H](CN(C)C(=O)Nc1ccccc1)O2	-5	-0.3
49	CCC(=O)N(C)C[C@@H]1Oc2cc(C#CCN(C)C)ccc2S(=O)(=O)N([C@@H](C)CO)C[C@H]1C	0	1.8
50	C[C@H](CO)N1C[C@H](C)[C@H](CN(C)C(=O)C2CCCCC2)Oc2cc(-c3ccccc3)ccc2S1(=O)=O	8	.
51	CCCN(C)C[C@@H]1Oc2cc(-c3ccncc3)ccc2S(=O)(=O)N([C@@H](C)CO)C[C@@H]1C	-7	3.6
52	C=CCn1c(SCc2nc3ccccc3[nH]2)nnc1-c1ccccc1	-3	-0.5
53	C[C@@H](O)C#Cc1cnc2c(c1)C(=O)N([C@@H](C)CO)C[C@H](C)[C@H](CN(C)CC1CC1)O2	13	-0.5
54	CN(C)C(=O)C[C@H]1CC[C@@H](NS(=O)(=O)c2ccccc2)[C@@H](CO)O1	-6	-0.1
55	COc1ccc(C#Cc2ccc3c(c2)[C@]2(C(=O)N3)[C@H](C(=O)Nc3nc4ccccc4s3)[C@H]3C(=O)O[C@H](c4ccccc4)[C@H](c4ccccc4)N3[C@@H]2c2ccc(OCCO)cc2)cc1	13	.
56	C[C@H]1CCCCO[C@H](CN(C)C(=O)Nc2ccccc2)[C@@H](C)CN([C@@H](C)CO)C(=O)c2cc(NC(=O)c3ccncc3)ccc2O1	.	1.8
57	c1ccc(C(NCc2cccnc2)(c2ccccc2)c2ccccc2)cc1	30	0.4
58	COc1ccc(C#Cc2cnc3c(c2)C(=O)N([C@@H](C)CO)C[C@H](C)[C@@H](CN(C)C(C)=O)O3)cc1	-5	1.5
59	CO[C@@H]1CN(C)C(=O)c2ccc(NC(C)=O)cc2OC[C@@H](C)N(C(=O)c2ccc(F)cc2)C[C@@H]1C	1	0.1
60	CO[C@H]1CN(C)C(=O)c2cc(NC(=O)c3nc4ccccc4s3)ccc2OC[C@@H](C)N(Cc2ccncc2)C[C@H]1C	-29	9.9

# Values in list order from the entries so far.
# Nos. 40 to 51 in IDH1 R132H inh read -0.2, 2.7, 0.1, -0.2, 0.7, 0.2, -0.4, 0.1, -0.3, 1.8, ., 3.6
# Nos. 40 to 51 in PRC2 inh read -4, ., -1, ., -2, 7, 15, 3, -5, 0, 8, -7

# (continued)
no.	structure	PRC2 inh	IDH1 R132H inh
61	COC(=O)CCCCCCC(=O)N/N=C/c1cccs1	15	-0.1
62	C[C@@H]1CN([C@H](C)CO)C(=O)c2cc(NC(=O)Cc3ccccc3)ccc2O[C@H]1CN(C)CC1CC1	.	0.8
63	O=[N+]([O-])c1cc(C(F)(F)F)ccc1NCCNS(=O)(=O)c1ccc(Br)cc1	16	-0.1
64	O=C(N/N=C/c1ccc(N(c2ccccc2)c2ccccc2)cc1)c1ccccc1O	47	-0.2
65	COc1ccc(CN(C)C[C@H]2Oc3c(NC(=O)Nc4ccccc4)cccc3C(=O)N([C@@H](C)CO)C[C@H]2C)cc1	-2	-2.3
66	CO[C@@H]1CN(C)C(=O)c2cc(NC(=O)NC(C)C)ccc2OC[C@H](C)N(C)C[C@H]1C	-6	-0.2
67	CNC(=O)CN(c1ccccc1C)S(=O)(=O)c1ccc(C)cc1	2	0.2
68	C[C@@H]1CN([C@@H](C)CO)S(=O)(=O)c2ccc(C#Cc3ccccc3)cc2O[C@@H]1CN(C)C(=O)Nc1ccc2c(c1)OCO2	.	-0.6
69	COc1ccc(NC(=O)CN(c2cccc(F)c2)S(C)(=O)=O)cc1OC	-6	-0.1
70	C[C@H](CO)N1C[C@H](C)[C@H](CN(C)C(=O)Nc2ccc(C(F)(F)F)cc2)Oc2ncc(-c3ccc(C#N)cc3)cc2C1=O	-28	0.5
71	CO[C@@H]1CN(C)C(=O)c2ccc(NC(=O)NC3CCCCC3)cc2OC[C@@H](C)N(CCc2ccccc2)C[C@H]1C	-20	0.2
72	COc1ccc(NC(=O)Nc2ccc3c(c2)[C@@H]2C[C@H](CC(=O)NC4CCCC4)O[C@H](CO)[C@@H]2O3)cc1	6	0.0
73	Cc1ccc(S(=O)(=O)N(C)C[C@H]2Oc3c(NS(=O)(=O)c4ccc(F)cc4)cccc3C(=O)N([C@@H](C)CO)C[C@H]2C)cc1	.	0.1
74	C[C@@H]1CN([C@H](C)CO)C(=O)Cc2cc(NC(=O)C3CC3)ccc2O[C@H]1CN(C)S(=O)(=O)c1ccccc1	24	-3.2
75	CN(C)CC(=O)Nc1ccc2c(c1)[C@H]1C[C@@H](CC(=O)NCC3CC3)O[C@H](CO)[C@H]1O2	5	-1.3
76	CCOc1ccc(Br)cc1C(=O)NCCc1c[nH]c2ccccc12	35	-0.1
77	CCC(=O)N(C)C[C@H]1Oc2ncc(-c3ccccc3F)cc2C(=O)N([C@@H](C)CO)C[C@@H]1C	.	-0.1
78	CC(C)(C)N(CCO)C(=O)CN1C(=O)/C(=C/c2cccc(Br)c2)SC1=S	-2	-1.7
79	CCc1ccc(CCC(=O)Nc2ccc(I)cc2)o1	-17	-0.2
80	C[C@H]1CCCCO[C@H](CN(C)S(=O)(=O)c2ccc(F)cc2)[C@@H](C)CN([C@@H](C)CO)C(=O)c2cc(NC(=O)Cc3ccccc3)ccc2O1	.	9.8
